Yp Topo-I inh = Yersinia pestis topoisomerase I inhibitors, primary screen, biochemical, cleavage product accumulation, plate reader, single point. 360,000 tested, 0.064% active. activity, % at 10 µM. Y. pestis Topo-I cleavage product accumulation; in the data active = activity above about 50%, passing the limit was not always enough; inconclusive = no clear call, values can overlap the other calls; note: inactives centre near 2
BH1578 lux ind = inducers of Vibrio cholerae quorum light production without autoinducers, primary screen, BH1578 luxS cqsA deficient, single point; V. cholerae BH1578 lux reporter, luminescence, 6 h; activation, % at 18.7 µM; 350,000 tested, 0.16% active; in the data active = activation mostly above about 9.7%, no sharp cut-off; inconclusive = no clear call, values can overlap the other calls; inactive = mostly below about 3.7%; note: not every result past the cut was called active; inactives centre near 0; reference of the scale not given here
TcdB GH inh = TcdB glycohydrolase inhibitors, primary screen, biochemical, single point, plate reader; Toxin B (Clostridioides difficile), P18177; TcdB glycohydrolase enzymatic assay; inhibition, % at 9.99 µM; 350,000 tested, 0.24% active; in the data active = inhibition above about 10%
Target sequence (P18177 whole entry, looked up): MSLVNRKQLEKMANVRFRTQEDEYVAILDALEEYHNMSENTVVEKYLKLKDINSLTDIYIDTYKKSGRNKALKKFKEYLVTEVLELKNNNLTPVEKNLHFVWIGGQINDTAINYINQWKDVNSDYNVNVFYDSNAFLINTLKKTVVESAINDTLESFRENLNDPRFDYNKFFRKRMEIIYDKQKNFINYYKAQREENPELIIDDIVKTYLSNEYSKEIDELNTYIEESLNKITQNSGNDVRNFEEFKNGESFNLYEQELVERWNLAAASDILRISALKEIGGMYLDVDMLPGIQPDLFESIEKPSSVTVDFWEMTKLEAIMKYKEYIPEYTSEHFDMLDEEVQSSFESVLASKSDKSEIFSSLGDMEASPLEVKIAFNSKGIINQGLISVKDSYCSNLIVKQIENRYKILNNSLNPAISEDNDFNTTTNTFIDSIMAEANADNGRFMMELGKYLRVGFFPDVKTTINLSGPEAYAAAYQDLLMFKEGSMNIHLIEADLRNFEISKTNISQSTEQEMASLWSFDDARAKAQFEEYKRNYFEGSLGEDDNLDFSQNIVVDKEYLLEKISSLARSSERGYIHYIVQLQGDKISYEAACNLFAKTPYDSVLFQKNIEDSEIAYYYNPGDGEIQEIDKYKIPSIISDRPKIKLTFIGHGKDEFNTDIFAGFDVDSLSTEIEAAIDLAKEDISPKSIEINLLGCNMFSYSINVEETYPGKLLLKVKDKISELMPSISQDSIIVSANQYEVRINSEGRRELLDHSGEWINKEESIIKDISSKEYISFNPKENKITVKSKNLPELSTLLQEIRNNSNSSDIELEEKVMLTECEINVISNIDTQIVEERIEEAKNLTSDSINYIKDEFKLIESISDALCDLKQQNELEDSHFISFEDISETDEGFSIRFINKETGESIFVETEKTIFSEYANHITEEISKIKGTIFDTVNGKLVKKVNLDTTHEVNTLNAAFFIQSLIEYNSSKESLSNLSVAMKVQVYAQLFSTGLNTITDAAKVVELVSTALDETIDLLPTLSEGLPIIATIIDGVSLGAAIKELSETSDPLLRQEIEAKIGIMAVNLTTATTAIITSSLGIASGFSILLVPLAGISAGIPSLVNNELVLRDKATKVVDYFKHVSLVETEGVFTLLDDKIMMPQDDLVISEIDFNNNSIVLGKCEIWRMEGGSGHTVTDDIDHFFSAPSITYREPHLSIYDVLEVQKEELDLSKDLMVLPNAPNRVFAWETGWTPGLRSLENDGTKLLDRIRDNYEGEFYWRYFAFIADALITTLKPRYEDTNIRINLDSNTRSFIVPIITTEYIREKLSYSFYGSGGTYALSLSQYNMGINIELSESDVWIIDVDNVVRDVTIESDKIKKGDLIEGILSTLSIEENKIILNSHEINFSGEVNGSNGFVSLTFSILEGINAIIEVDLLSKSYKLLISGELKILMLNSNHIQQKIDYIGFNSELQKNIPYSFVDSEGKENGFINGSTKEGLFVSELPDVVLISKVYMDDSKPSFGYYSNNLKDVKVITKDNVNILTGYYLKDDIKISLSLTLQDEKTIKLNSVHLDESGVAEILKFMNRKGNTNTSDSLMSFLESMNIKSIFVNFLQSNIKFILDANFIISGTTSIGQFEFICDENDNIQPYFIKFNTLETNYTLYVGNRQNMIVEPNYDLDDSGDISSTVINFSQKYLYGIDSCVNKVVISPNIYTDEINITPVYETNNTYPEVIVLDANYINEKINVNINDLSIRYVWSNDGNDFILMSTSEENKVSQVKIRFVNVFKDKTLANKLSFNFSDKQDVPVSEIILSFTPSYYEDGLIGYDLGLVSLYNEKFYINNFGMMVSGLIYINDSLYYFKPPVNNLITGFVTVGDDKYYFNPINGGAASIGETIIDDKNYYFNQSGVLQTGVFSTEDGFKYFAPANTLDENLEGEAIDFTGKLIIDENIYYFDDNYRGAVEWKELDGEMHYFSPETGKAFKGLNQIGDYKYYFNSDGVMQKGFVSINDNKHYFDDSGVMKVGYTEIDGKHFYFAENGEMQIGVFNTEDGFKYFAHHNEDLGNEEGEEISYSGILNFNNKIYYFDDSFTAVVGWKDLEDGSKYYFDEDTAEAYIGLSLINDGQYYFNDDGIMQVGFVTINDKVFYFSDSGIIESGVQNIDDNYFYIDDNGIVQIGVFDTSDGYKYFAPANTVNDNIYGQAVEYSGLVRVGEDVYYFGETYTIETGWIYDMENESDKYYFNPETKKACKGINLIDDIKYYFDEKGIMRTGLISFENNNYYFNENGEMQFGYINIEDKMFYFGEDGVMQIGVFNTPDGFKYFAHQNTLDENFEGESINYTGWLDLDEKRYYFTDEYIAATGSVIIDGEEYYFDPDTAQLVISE
Anthrax LF inh2 = Bacillus anthracis LF protease inhibitors, primary screen, biochemical, multiplex microsphere, MLPCN library; Lethal factor (Bacillus anthracis), P15917; inhibition, % at 10 µM; AID 588501, 2011; 360,000 tested, 0.12% active; multiplex microsphere protease cleavage assay; note: plate controls were buffer without enzyme for full effect and enzyme alone for no effect
3CLpro inhibitor = SARS-CoV 3CLpro protease inhibitors, primary screen, biochemical, quenched FRET; inhibition, % at 6 µM; recombinant SARS-CoV 3CLpro, quenched FRET peptide cleavage; 290,000 tested, 0.14% active; AID 1706, 2009; Replicase polyprotein 1ab (Severe acute respiratory syndrome coronavirus), P0C6X7; in the data active = inhibition above about 12%
PfHsp40 yeast = rescue of yeast from PfHsp40 toxicity, primary screen, S. cerevisiae, ATP luminescence. S. cerevisiae expressing PfHsp40, growth rescue. growth rescue, % at 12.5 µM. 340,000 tested, 0.68% active. AID 504582, 2011; in the data active = growth rescue above about 28%, passing the limit was not always enough; inconclusive = no clear call, values can overlap the other calls;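 note: yeast W303a lacking pdr1 and pdr3 grown in galactose medium; growth measured after three days at 30 °C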
PrPC surface inh = inhibitors of human cell surface prion protein PrPC, primary screen, cell-based, TR-FRET. TR-FRET read-out. inhibition, % at 13.8 µM. 370,000 tested, 0.43% active. AID 720596, 2013; in the data active = inhibition above about 24%; note: 0% = median of the test wells and 100% = reference compound wells
BoNT-A LC inh2 = BoNT/A light chain protease inhibitors, primary screen, biochemical, flow cytometry, MLPCN library; Botulinum neurotoxin type A light chain protease (Clostridium botulinum A str. ATCC 3502); multiplex microsphere protease substrate cleavage; inhibition, % at 10 µM; 360,000 tested, 0.17% active; AID 588499, 2011; note: plate controls were buffer without enzyme for full effect and enzyme alone for no effect
SSB-PriA inh = inhibitors of Klebsiella pneumoniae PriA binding to SSB C-terminal tail, primary screen, biochemical, AlphaScreen | 430,000 tested, 0.6% active | PriA–SSB C-terminal tail interaction (Klebsiella pneumoniae) | AID 1272365, 2023 | AlphaScreen SSBct-PriA binding, biotinylated peptide | inhibition, % at 33 µM; in the data active = inhibition mostly above about 37%, no sharp cut-off; inactive = mostly below about 20%;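 note: plate controls were negative control peptide for no effect and reference peptide for full effect; strong numbers were not always called active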
An asterisk follows results filed as active; i = inactive; u = inconclusive; x = not tested or not shown; & = joins results of further samples. Cut-off read from the data, not from the text of the source, unless noted: active = inhibition above about 30%; inconclusive = no clear call, values can overlap the other calls; inactive = below that. Only part of the results is shown; the hit share may differ from the screen's.

Every second line gives: Yp Topo-I inh, BH1578 lux ind, TcdB GH inh, Anthrax LF inh2, 3CLpro inhibitor, PfHsp40 yeast, PrPC surface inh, BoNT-A LC inh2, SSB-PriA inh
> Cc1ccc(-c2nc(CSCC(=O)N3CCOCC3)c(C)o2)cc1
  2, -0.7, x, -12, 1, -0.7, 6, 0.0, -25
> O=C(C1CCCO1)N1CCN(C(=S)Nc2ccccc2F)CC1 (stereo unspecified)
  -6, i, x, 0, 1, 0.1, -2, -0.3, 4
> CC(C)(C)NC(=O)COC(=O)c1ccc(NC(=O)CC#N)cc1
  -14, -0.3, 0.7, 6, 1, 1.2, -6, 0.1, -8
> C#CCNC(=O)C1CCN(c2cc(C)nc(-c3ccccc3)n2)CC1
  -14, -0.2, 0.9, 0, -1, -0.2, -8, -0.1, 2
> COc1cccc(CN2CCNC(=O)C2CC(=O)NCc2cn3cccc(C)c3n2)c1OC (stereo unspecified)
  3, 0.1, 0.7, -1, -3, 0.5, -1, -1.4, -15
> Clc1ccc(COn2ccnc2)cc1Cl
  -7, x, 0.3, 2, 0, 2.2, -3, -0.2, -18
> CCOC(=O)C1=CCN(S(=O)(=O)c2ccccc2Br)C1c1ccccc1 (stereo unspecified)
  x, x, 1.3, -5, x, x, -9, 0.0, x
> COc1ccc(/C=N/NC(=O)c2ccccc2F)cc1CN1CCN(c2ccc(F)cc2)CC1
  0, i, x, 0, -9, -1.7, -14, -1.1, x
> COc1ccc(S(=O)(=O)N2CCC(c3cc(-c4cccc5ccccc45)n[nH]3)CC2)cc1
  -3, -0.3, x, -4, 4, 0.9, -3, 0.6, 4
> O=C(C1CC1)N1CCN=C1SCc1ccc(F)cc1
  3, -0.3, 1.1, -1, -3, -2.6, 6, -0.5, -17
> NNC(=O)c1ccc(OCC2CC(c3ccc(Cl)cc3)=NO2)cc1 (stereo unspecified)
  1, i, -0.3, 11, -5, 1.1, -2, -7.5, -5
> O=C(NCCCN1CCOCC1)c1ccc2c(c1)N(Cc1ccccc1)C(=O)c1ccccc1S2
  13, i, 0.1, -2, -7, 0.5, -18, -0.6, 4
> COc1ccc(N(CC(=O)N2CCN(Cc3ccccc3)CC2)S(C)(=O)=O)cc1OC
  3, i, 0.4, -11, -5, 0.2, 2, -3.0, -4
> C#CCNC(=O)C1=C[C@@H](c2ccc(C#C)cc2)C[C@@H](OCc2ccc(CO)cc2)O1
  11, -1.1, 0.6, -11, x, 5.9, -2, -0.3, -9
> COc1cc2c3c(c1)c(C1=NC(=S)NC1=O)c(O)n3C(C)(C)C=C2C
  -20, -0.4, x, -13, 2, -0.4, 3, -0.1, 0
> Cc1cc(C)c(-c2c(O)c3cccnc3n(C)c2=O)c(C)c1
  8, 0.4, 0.5, 0, x, x, -3, -2.8, -1
> Nc1nc2ncc(-c3ccsc3)c(N)n2n1
  13, 1.5, -0.1, -1, 6, 1.7, 5, 0.2, -7
> CCOC(=O)c1ccn(-c2nc(-c3ccco3)cc(C(F)(F)F)n2)n1
  7, -0.2, 1.2, -6, 2, 0.9, -2, 0.1, -10
> C[C@H](O)[C@@H]1C(=O)N2CCc3c([nH]c4ccccc34)[C@@H]2C[C@@H]1N(C)C(=O)Nc1cc(Cl)cc(Cl)c1
  6, i, 0.5, -9, x, x, -8, -0.5, x
> Cc1ccccc1NC(=O)c1ccc(-n2cncn2)nc1
  1, -0.4, x, -1, -3, -0.4, -3, 0.7, -9

Molecules shown so far that contain a Cl atom (three):
Every second line gives: Yp Topo-I inh, BH1578 lux ind, TcdB GH inh, Anthrax LF inh2, 3CLpro inhibitor, PfHsp40 yeast, PrPC surface inh, BoNT-A LC inh2, SSB-PriA inh
> Clc1ccc(COn2ccnc2)cc1Cl
  -7, x, 0.3, 2, 0, 2.2, -3, -0.2, -18
> NNC(=O)c1ccc(OCC2CC(c3ccc(Cl)cc3)=NO2)cc1 (stereo unspecified)
  1, i, -0.3, 11, -5, 1.1, -2, -7.5, -5
> C[C@H](O)[C@@H]1C(=O)N2CCc3c([nH]c4ccccc34)[C@@H]2C[C@@H]1N(C)C(=O)Nc1cc(Cl)cc(Cl)c1
  6, i, 0.5, -9, x, x, -8, -0.5, x

Next records follow.
Every second line gives: Yp Topo-I inh, BH1578 lux ind, TcdB GH inh, Anthrax LF inh2, 3CLpro inhibitor, PfHsp40 yeast, PrPC surface inh, BoNT-A LC inh2, SSB-PriA inh
> O=S(=O)(c1c(F)cccc1F)N(CCc1ccc(F)cc1)C[C@@H](O)COCc1ccccc1
  41, -0.6, -6.2, 0, x, 114*, 8, 0.4, -18
> CCOC(=O)C1=C(C)NC(SC(C)=O)=NC1c1ccc(OC(C)=O)c(OC)c1 (stereo unspecified)
  -1, -0.9, x, -5, 3, -2.4, -11, 0.8, -12
> CCc1cc(C(=O)NNC(=S)Nc2cc(C)ccc2C)cs1
  10, 2.1, x, 1, 0, 1.1, 0, -0.9, -6
> Nc1cc(Cl)ccc1Oc1ccccc1
  8, -0.4, x, -4, -1, 0.0, -1, -0.3, -35
> Cc1onc(-c2ccccc2)c1C(=O)NCCN1CCOCC1
  -6, -5.3, x, -4, 2, 0.2, -3, 0.2, -20
> C=CCOC(=O)c1ccc(N2CCN(c3ccccc3)CC2)nc1
  9, 0.2, -2.6, -9, 3, x, 8, 2.2, 0
> CC1CC(=O)C2=C(C1)Nc1ccccc1N=C2 (stereo unspecified)
  1, -1.2, x, -1, -8, 0.0, -4, -1.1, -19
> COc1ccc(CNC(=O)Cc2ccc(OC)c(S(=O)(=O)N3CCOCC3)c2)cc1
  -6, -5.6, x, 7, -2, -1.4, -11, 0.1, -11
> CCOC(=O)C1CCCCN1C(=O)/C(=C/c1ccc(OC)cc1)c1ccc(OC)c(OC)c1 (stereo unspecified)
  28, -0.7, 2.4, -11, x, -1.4, -4, -0.8, 13
> COc1ccc(N(C)S(=O)(=O)c2cccc(C(=O)Nc3cc(OC)ccc3OC)c2)cc1
  28, 0.4, -1.7, -2, 6, 1.3, 6, -0.7, -8
> COc1ccccc1NS(=O)(=O)c1ccc(C)c(NC(=O)c2c(C)noc2C)c1
  2, 0.1, -0.1, -5, x, -0.2, -6, 2.0, -5
> CCc1ccc(Nc2cc(C)nc3nc(C)nn23)cc1
  20, 0.1, 0.0, 1, -4, -0.5, 1, 0.0, -4
> O=C(Nc1cccc2ccccc12)NC1Cc2ccccc2C1
  1, 0.0, 0.2, -8, 4, -1.7, 0, -6.4, 3
> CC(C)c1ccc(OCC(=O)Nc2cccc3c2CCCC3)cc1
  22, i, x, -3, 1, -0.6, 5, 0.4, -29
> CCOC(=O)C1C(=O)OC(C)(C)C1C(C)C(=O)c1ccc(C)cc1 (stereo unspecified)
  0, i, x, -4, 2, 0.6, 12, -0.2, -12
> Cc1cccc(NC(=O)CSCC(=O)Nc2ccc(N3CCOCC3)cc2N2CCOCC2)c1
  10, -0.1, -1.7, -7, x, -1.2, -13, -0.5, 4
> COc1ccc(C(=O)C2CCCN(C(=O)c3cc4nc(C)cc(C)n4n3)C2)cc1F (stereo unspecified)
  8, -2.0, 0.2, -2, -1, -1.2, 2, 0.9, -20
> Cn1nnc(NC(=S)NC(=O)c2ccccc2)n1
  0, -0.4, -1.7, 1, -2, 1.1, 9, -0.1, -9
> Cc1cc(O)ccc1Nc1cc(-c2cccc(N)c2)ncn1
  -5, -0.6, 3.0, -7, x, x, 4, -0.4, x
> O=C(COc1ncnc2ccc(Br)cc12)Nc1ccc(N2CCOCC2)cc1
  0, -0.1, x, -3, 3, 2.8, 4, 0.0, 2
> O=C(NCCc1c[nH]c2ccccc12)/C(=C\c1cccnc1)NC(=O)c1ccccc1Br
  1, -0.6, 0.7, -7, 2, -0.4, -9, u, 7
> O=C(CSCc1ccco1)NC1CCCC1
  -10, -0.3, 0.7, -4, 3, -2.0, 4, -0.2, 0
> COc1ccc(/C=C(/NC(=O)c2ccccc2Cl)C(=O)O)cc1
  2, -0.2, 0.7, 2, 1, 0.6, 2, -0.4, -6
> CCOc1ccc(-c2nc(CSCC(=O)NC3CC3)c(C)o2)cc1
  7, -0.6, x, -3, -2, 0.4, x, -0.7, -1
> O=C(Cn1nc2n(c1=O)-c1ccccc1SC2)N/N=C/c1ccncc1
  0, -0.4, 0.4, 0, 1, -1.2, -6, 0.1, i
> Nc1nc(-c2ccccc2)ns1
  1, i, 0.3, -3, x, -1.6, -1, 0.4, -19
> CCOC(=O)N1CCN(C(=O)c2ccc(CS(=O)(=O)c3c(Cl)cccc3Cl)o2)CC1
  2, -0.5, 1.0, -13, 5, -0.9, -5, -1.4, 1
> COc1cc(C2C3C(C)N(C)C(=O)N(C)C3N(C)C(=O)N2C)ccc1O (stereo unspecified)
  -3, -0.6, x, -3, 2, 52*, -6, -0.3, -7
> O=C(COc1ccccc1[N+](=O)[O-])N1CCC(Cc2ccccc2)CC1
  33, -0.5, 1.2, -4, -1, 12, -4, -3.9, -3
> CCC(C(=O)OCC(=O)Nc1ccc(SC(F)F)cc1)c1ccccc1 (stereo unspecified)
  15, -0.3, -0.3, -2, 9, 22, 7, 0.9, -45
> O=[N+]([O-])c1cccc(C=NN2CCCCCC2)c1
  8, -4.5, 5.5, -8, x, 2.7, -7, -1.0, 29
> CCOc1ccc2nc(NC(=O)C3CCN(S(=O)(=O)c4cnc[nH]4)CC3)sc2c1
  -7, -0.2, 2.3, -11, -3, 0.1, -2, -1.2, -7
> Cc1ccc(CS(=O)Cc2ccc(C(=O)NC3CCCCC3)o2)cc1 (stereo unspecified)
  2, -0.3, 1.1, -1, 2, -1.2, -3, -1.0, 3
> COc1ccc(NC(=O)c2cc(-c3cc(F)ccc3OC(C)C)n[nH]2)c(OC)c1
  -6, 0.4, -10, -12, x, x, 24, 0.3, x
> CCOC(=O)N(C)C[C@H]1OCc2cn(nn2)CCCC(=O)N([C@H](C)CO)C[C@@H]1C
  5, -0.2, 1.6&0.6, -2, x, x, 6, -0.3, x
> COc1ccc(CNC(=O)Cn2ccc3cc(S(=O)(=O)N4CCCC4)ccc32)cc1OC
  3, -5.5, -1.5, 3, -2, -0.9, -4, -1.9, 2
> COc1cccc2cc(C(=O)N3CCC(C)CC3)c(=O)oc12
  -2, -0.4, -0.3, -13, 5, -1.3, -6, -0.4, -15
> CC1Cc2cc(S(=O)(=O)N3CCC(C(=O)NCc4ccco4)CC3)ccc2N1C(=O)C1CCC1 (stereo unspecified)
  25, -0.3, -0.8, -1, 2, 1.5, 3, 0.3, -3
> CC1(C(=O)NS(=O)(=O)C2CC2)CCCN(C(=O)c2c(F)cccc2F)C1 (stereo unspecified)
  -7, -0.4, 0.7, -8, x, x, -3, -0.5, x
> CC(Oc1ccc(Br)cc1)C(=O)N(C)CC(=O)Nc1ccc(N2CCOCC2)cc1 (stereo unspecified)
  -5, -1.6, -0.7, x, x, 0.9, -2, x, 1
> CC1(C)C[C@H](O)[C@]2(CO)[C@H](O)C[C@]3(C)C(=CCC4[C@@]5(C)CC[C@H](O)C(C)(C)C5CC[C@]43C)[C@@H]2C1 (stereo partly specified)
  11, -0.6, 1.3, -4, x, 1.0, -6, 0.1, 1
> CCc1cc(=O)oc2c3c(cc(OCC(=O)NCc4ccncc4)c12)OC(C)(C)CC3
  20, -0.4, 1.4, -2, 0, -0.1, 5, -0.1, -9
> COc1cc2oc(=O)cc(-c3ccc(-c4ccc(O)cc4)cc3)c2c(OC)c1OC
  -10, -1.5, 1.2, -3, x, 9.7, -8, -0.4, -7
> Cc1ccc(NS(=O)(=O)c2cc(-c3cc(C)no3)ccc2C(C)C)nc1
  -2, -0.3, 1.3, -2, -1, 1.3, -3, 1.3, -18

Screening data: PubChem BioAssay, several laboratories
